# Assay outcomes as filed in PubChem BioAssay.
# Tb PFK inh: qHTS Assay to Find Inhibitors of T. brucei phosphofructokinase | AID 485367, 2010 | ATP-dependent 6-phosphofructokinase (Trypanosoma brucei brucei), O15648 | 330,000 compounds, 0.17% hits | T. brucei PFK, ADP-Glo luminescence | Potency, µM (doses to about 57.5 µM), inactives show at the highest dose activity, negative = inhibition, most hits filed as inhibitors;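 note: potency is the fitted concentration of half-maximal effect; 0% = uninhibited 1x PFK enzyme wells and -100% = no-enzyme wells; nearly all actives have a fitted effect of over 60% in size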
# Target sequence (O15648 whole entry, looked up): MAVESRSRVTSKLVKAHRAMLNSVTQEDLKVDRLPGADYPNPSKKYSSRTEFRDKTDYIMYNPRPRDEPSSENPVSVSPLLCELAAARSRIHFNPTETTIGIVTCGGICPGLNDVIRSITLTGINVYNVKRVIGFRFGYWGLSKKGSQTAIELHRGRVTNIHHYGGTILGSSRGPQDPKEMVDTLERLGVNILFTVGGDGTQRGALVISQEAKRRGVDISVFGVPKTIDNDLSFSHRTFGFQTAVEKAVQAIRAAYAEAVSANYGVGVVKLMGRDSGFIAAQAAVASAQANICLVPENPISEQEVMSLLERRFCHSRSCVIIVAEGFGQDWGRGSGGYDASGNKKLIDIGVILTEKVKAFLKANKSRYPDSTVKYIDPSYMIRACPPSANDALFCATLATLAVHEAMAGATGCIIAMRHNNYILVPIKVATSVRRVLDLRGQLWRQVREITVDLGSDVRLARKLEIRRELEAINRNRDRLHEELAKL
#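 1.25 nM PFK with 0.5 mM F6P and 0.1 mM ATP in 0.1 M TEA pH 8.0, 5 mM MgCl2, incubated 45 min at room temperature; ADP measured by ADP-Glo luminescence; compounds titrated up to 57 uM.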
# TCR activator: Activators of T cell receptors: qHTS campaign; Potency, µM (top dose mostly 9.22 µM), for inactives: at the top dose activation of IL-2 secretion, actives largely listed as activators; 330,000 tested, under 10 active; AID 504894, 2011; primary human leukocytes, anti-CD3, IL-2 HTRF, 48 h; note: % of control where 0% means no effect
#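 48 hr co-incubation of compounds, a-CD3 beads and primary human leukocytes; IL-2 quantified homogeneously by HTRF with anti-IL-2 K and d2 conjugates.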
# TSG101-PTAP inh: qHTS Assay for Iinhibitors of HIV-1 Budding by Blocking the Interaction of PTAP/TSG101. Fluorescence polarization, FITC-PTAP peptide / Tsg101 binding. AID 493005, 2010. Tumor susceptibility gene 101 protein (Homo sapiens), Q99816. 340,000 tested, under 10 active. Potency, µM (top dose mostly 115 µM), inactives show top-dose activity change, negative = inhibition, most hits filed as inhibitors; active = well fitted inhibition curve with a large enough effect in the main read-out, with a control signal flat, not every such curve was filed as active; inconclusive = small, poorly fitted or top-dose-only effect, or effect the other way, or a change in a side signal; inactive = no such curve, though single readings can be large or run the other way; note: potency is the fitted concentration of half-maximal effect; % of control where 0% means no effect
#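 Tsg101 binding domain (10 uM final) was mixed with compound and a FITC-labeled PTAP peptide (50 nM final) in HEPES pH 7.5 buffer with NaCl, Tween 20, EDTA and TCEP; fluorescence polarization was read after 20 min at r.t.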
# B2AR arrestin: qHTS assay of beta-arrestin-biased ligands of beta2-adrenergic receptor. Beta-2 adrenergic receptor (Homo sapiens), P07550. beta-arrestin recruitment to beta2AR, cell-based reporter. Potency, µM (doses to about 46.1 µM), without a hit: top-dose activation, most hits filed as activators. 330,000 compounds, 0.02% hits. AID 492947, 2010;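 note: potency is the fitted concentration of half-maximal effect; 0% = DMSO controls and full agonism = EC100 isoproterenol or metaproterenol; nearly all actives have a fitted effect of over 65% in size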
# USP2a block: qHTS Assay for Inhibitors of Ubiquitin-specific Protease USP2a Using CHOP2 as the Reporter; Ubiquitin carboxyl-terminal hydrolase 2 (Homo sapiens), O75604; USP2 core, Ub-CHOP2 coupled fluorogenic reporter, 485/531; Potency, µM (doses to about 38.3 µM), for inactives: top-dose activity change, negative = inhibition, hits mostly inhibitors; 330,000 compounds, 0.01% hits;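 note: potency is the fitted concentration of half-maximal effect; plate controls were DMSO wells for no effect and full inhibition by NEM control for full effect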
#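 USP2 core (10nM final) preincubated 30min RT with compound in 20mM Tris-HCl pH 8.0, 2mM CaCl2, 2mM beta-mercaptoethanol, 0.05% CHAPS; 25nM Ub-CHOP2 plus 25nM reporter substrate added, fluorescence (Ex485/Em531) read after 60min.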
# Eya2 phos inh: qHTS Assay for Inhibitors of the Phosphatase Activity of Eya2; Protein phosphatase EYA2 (Homo sapiens), O00167; recombinant Eya2, OMFP fluorescence dephosphorylation (OMFP is methylfluorescein phosphate); Potency, µM (highest dose often 76.9 µM), without a hit: at the highest dose activity, negative = inhibition, actives largely listed as inhibitors; 330,000 compounds, 0.006% hits; note: potency is the fitted concentration of half-maximal effect; % is set by controls: 0 for no effect and ±100 for the full control effect
# Target sequence (O00167 whole entry, looked up): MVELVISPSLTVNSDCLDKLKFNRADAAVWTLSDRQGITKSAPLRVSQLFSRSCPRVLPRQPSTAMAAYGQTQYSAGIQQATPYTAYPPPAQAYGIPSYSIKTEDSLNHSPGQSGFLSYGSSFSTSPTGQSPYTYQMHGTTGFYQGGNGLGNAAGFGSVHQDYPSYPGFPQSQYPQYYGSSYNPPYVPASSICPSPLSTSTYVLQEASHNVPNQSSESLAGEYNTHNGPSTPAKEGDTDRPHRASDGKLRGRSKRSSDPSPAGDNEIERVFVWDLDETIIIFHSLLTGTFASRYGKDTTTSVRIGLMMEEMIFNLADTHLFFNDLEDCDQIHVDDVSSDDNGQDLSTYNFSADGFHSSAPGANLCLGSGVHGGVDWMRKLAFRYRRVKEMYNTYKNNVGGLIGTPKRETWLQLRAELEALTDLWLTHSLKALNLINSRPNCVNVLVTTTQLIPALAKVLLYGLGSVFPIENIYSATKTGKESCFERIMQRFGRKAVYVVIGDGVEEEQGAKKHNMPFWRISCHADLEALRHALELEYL
#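 Eya2 protein (added as 0.2 uM solution) was preincubated with compound for 10 min at ambient temperature in 50 mM HEPES pH 7.5, 50 mM NaCl, 5 uM MgCl2, 0.05% BSA, 1 mM DTT. OMFP (added at 50 uM) then reacted 10 min; fluorescence read at 485/525 nm.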
# uPA generation: qHTS for Inhibitors of Cell Surface uPA Generation; AID 540303, 2011; Potency, µM (highest dose often 38.3 µM), for inactives: top-dose activity change, negative = inhibition, usual class: inhibitors; cell surface uPA generation assay, qHTS; 330,000 compounds, 0.31% hits; active = well fitted inhibition curve with a large enough effect; inconclusive = small, poorly fitted or top-dose-only effect; inactive = no such curve, though single readings can be large or run the other way; tested in mouse RAW 264.7 cells; note: potency is the fitted concentration of half-maximal effect; % is set by controls: 0 for no effect and ±100 for the full control effect; nearly all actives have a fitted effect of over 55% in size
# Mito fusion yeast: qHTS Assay for Small Molecule Inhibitors of Mitochondrial Division or Activators of Mitochondrial Fusion. S. cerevisiae fusion-defective mutant growth rescue, CellTiterGlo 48 h. Potency, µM (titrated, usually from 46.1 µM), for the others: top-dose growth rescue (activation), actives largely listed as activators. AID 485298, 2010. 320,000 compounds, 0.23% hits;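 note: potency is the fitted concentration of half-maximal effect; % of control where 0% means no effect; nearly all actives have a fitted effect of over 45% in size; temperature-sensitive fusion mutants such as fzo1-1 at 37 °C on non-fermentable ethanol glycerol medium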
#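 Growth-rescue viability read-out: after 48 h at the non-permissive 37C in glycerol/ethanol YPEG, yeast mitochondrial fusion mutants are measured by CellTiterGlo luminescence; compounds (23 nl pinned per well) restoring growth score as division inhibitors or fusion activators.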
# BCR signal inh: qHTS Assay to Find Inhibitors of Chronic Active B-Cell Receptor Signaling; ABC-DLBCL IkBa-CBG/CBR reporter, luminescence ratio, 4 h; Potency, µM (titrated, usually from 46.1 µM), for inactives: top-dose ratio change, negative = lower green/red ratio, hits mostly inhibitors; 340,000 compounds, 0.05% hits; active = well fitted inhibition curve with a large enough effect in the signal ratio, with a control signal flat, not every such curve was filed as active; inconclusive = small, poorly fitted or top-dose-only effect, or effect the other way, or a change in a side signal; the % refers to the signal ratio;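 note: potency is the fitted concentration of half-maximal effect; plate controls were basal doxycycline-induced cells for no effect and cells given 10 µM MG132 for full effect; MG132 reads +100%, hits lower the ratio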
#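 Cell line TMD8 (human ABC DLBCL), stably expressing tet-inducible CBG68-IkBa fusion and CBR; IMDM/0.5% FBS; cpd up to 46 uM; dox induction, 4 h, 37C/5% CO2; dual luminescence; green/red ratio; MG132 control.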
# ELG1 repair inh: qHTS screen for small molecules that inhibit ELG1-dependent DNA repair in human embryonic kidney (HEK293T) cells expressing luciferase-tagged ELG1 | HEK293T ELG1-luciferase reporter, luminescence, 16 h; DNA damage induced by 5-fluorouridine | Potency, µM (highest dose often 46.1 µM), inactives show top-dose activity change, negative = inhibition, hits mostly inhibitors | 330,000 compounds, 2.3% hits | AID 504467, 2011; note: potency is the fitted concentration of half-maximal effect; % is set by controls: 0 for no effect and ±100 for the full control effect; nearly all actives have a fitted effect of over 55% in size
#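 Reporter activity after DNA damage by 5-fluorouridine is monitored. Compound-treated cells incubate 16 hr at 37 °C, then ONE-Glo is added for 30 min before luminescence reading.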
# TSHR antag: Antagonists of the Thyroid Stimulating Hormone Receptor: HTS campaign. activity change, negative = inhibition, % at 11.5 µM. 330,000 compounds, 0.2% hits. Thyrotropin receptor (Homo sapiens), P16473. TSHR-expressing cells, TSH-stimulated cAMP HTRF, 2 h; active compounds read low;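 active = activity change below a set negative limit, meaning inhibition stronger than a set level, cut at about -70% in these data; inconclusive = activity change between two set negative limits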; note: % is set by controls: 0 for no effect and ±100 for the full control effect
#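 Inhibition of cAMP made by TSHR-expressing cells under TSH stimulation (4nM final, EC80; 2 h, 37 deg C) is quantified with a one-step lysis HTRF kit, anti-cAMP cryptate versus cAMP-d2.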
# Numbers without * were called inactive; u = inconclusive; x = not tested or not shown; & = joins results of further samples; [ ] = dose if it differs, or a comment. Unless noted, calls come from the whole dose curve; as a rule, active = well fitted curve in the direction sought with a large enough effect; inconclusive = small, poorly fitted or top-dose-only effect, or another doubt; inactive = no such curve, though single readings can be large; an effect the other way counts as inactive or inconclusive.
SMILES,Tb PFK inh,TCR activator,TSG101-PTAP inh,B2AR arrestin,USP2a block,Eya2 phos inh,uPA generation,Mito fusion yeast,BCR signal inh,ELG1 repair inh,TSHR antag
Cc1ccc(NC(=O)CS(=O)CC(=O)N2CCN(c3ccccc3)CC2)cc1 (configuration not stated),-1%,-1%,0%,-0.3%,2%,-17%,9%,11%,-18%,1%,6
COc1cccc(C(=O)Nc2ccc(NC(=O)Cc3ccccc3)cc2)c1,-1%,2%,-2%,0.0%,0%,-2%,0%,3%,7%,2%,-3
O=C(Nc1ccccc1)OCCOc1ccc(Br)cc1,0%,-3%,-3%,0.4%,4%,12%,-27%,-3%,u,-1%,-9
O=c1oc2ccccc2c2c1ncn2CCN1CCOCC1,2%,-3%,-5%,-0.3%,3%,20%,-1%,-3%,-1%,3%,-3
COc1ccccc1NC(=O)Nc1nnc(CC(=O)Nc2cccc(C)c2)s1,-2%,-12%,-2%,-0.8%,1%,-1%,8%,-1%,u,1%,23
COc1ccc(/C(O)=C2/C(=O)C(=O)N(CCCN(C)C)C2c2ccccc2)cc1Cl (configuration not stated),2%,x,x,-0.1%,0%,0%,x,3%,0%,11%,-1
CCCn1nnc(NC(=O)c2sc3ccccc3c2Cl)n1,3%,1%,0%,-0.2%,4%,8%,-19%,6%,4%,u,6
COc1cccc(/C=C/C(=O)OCC(=O)Nc2cccc(S(=O)(=O)N3CCCCC3)c2)c1OC,0%,-2%[46.1 µM],3%,-0.2%,3%,2%,0%,0%,0%,-14%,14
CC(C)c1nnc(-c2ccc(Cl)cc2)c(N(C)C)n1,-2%,3%,-4%,-0.3%,1%,7%,2%,-4%,-2%,1%,-4
CCc1ccc(NC(=O)C(C)OC(=O)C2CCC(=O)N2)cc1 (configuration not stated),1%,-2%,-2%,0.0%,0%,8%,0%,-10%,-18%,26%,10
CCc1cccc(OC2OC(CO)C(O)C(O)C2NC(C)=O)c1 (configuration not stated),-1%,-5%,-2%,-0.1%,3%,9%,0%,-1%,4%,6%,-11
COc1nccnc1NS(=O)(=O)c1ccc(NC(=S)NC(=O)c2ccccc2F)cc1,5%,0%[46.1 µM],-1%,0.0%,1%,-5%,3%,7%,3%,-6%,-3
Cc1cc(C=O)c(C)n1-c1ccc(NC2CCCC2)c([N+](=O)[O-])c1,-1%,-4%,-2%,-0.4%,-2%,9%,2%,-7%,u,u,-100*
Cc1ccc(C2CC2/C(=N/O)c2ccc(F)cc2)cc1 (configuration not stated),-7%,-3%,-8%,0.0%,2%,-16%,3%,-8%,u,2%,-2
COc1ccccc1NC(=O)c1nn(C)cc1Br,4%[0.46 µM],8%,-11%,0.4%,1%,4%,-10%,1%,4%,3%,1
CCN=C(NCC)SC1CC(=O)N(c2ccc(OCC)cc2)C1=O (configuration not stated),0%,3%,-4%,0.5%,-2%,-2%,-1%,1%,2%,5%,-4
O=C(Nc1nnc(SCC(=O)N2CCOCC2)s1)c1ccccc1,-3%,-7%[46.1 µM],4%,-0.6%,2%,-2%,-6%,-2%,4%,u,2
Cc1cccc(OCCCC(=O)NNC(=O)CCN2CCN(c3ccccc3)CC2)c1,-5%,4%,-2%,0.4%,0%,-11%,0%,-4%,0%,-3%,9
CCN(CC(=O)Nc1c(F)cccc1F)C(=O)/C=C/c1ccc2c(c1)OCO2,-2%,x,-4%,-0.1%,4%,9%,-2%,6%,u,u,-3
CCC(NC(C)C)C(O)c1ccc(O)c(O)c1 (configuration not stated),-6%,1%,0%,3.2µM*,5%,1%&5%,-32%,10%&1%,-19%,10%,-17&11
COc1ccc(Cl)cc1C(=O)N1CCN(Cc2ccc3c(c2)OCO3)CC1,-8%,x,-1%,0.6%,1%,1%,14%,-1%,-8%,u,5
Cc1cccc(COc2ccc(/C=N/NC(=O)c3nnn(-c4nonc4N)c3C)cc2)c1,-8%,0%,-5%,-0.1%,-1%,0%,2%,-1%,3%,x,7
Cn1c(-c2ccc3c(c2)OCO3)cnc1NCc1ccccc1,-2%,-1%,-4%,-0.1%,1%,16%,x,-2%,-19%,17%,-18
CCc1ccccc1NC(=S)NCCSc1ccc(Cl)cc1,2%,-2%,1%,6.6%,0%,-9%,-2%,6%,u,u,2

# Three entries drawn at random from those above, as already listed:
SMILES,Tb PFK inh,TCR activator,TSG101-PTAP inh,B2AR arrestin,USP2a block,Eya2 phos inh,uPA generation,Mito fusion yeast,BCR signal inh,ELG1 repair inh,TSHR antag
COc1ccc(/C(O)=C2/C(=O)C(=O)N(CCCN(C)C)C2c2ccccc2)cc1Cl (configuration not stated),2%,x,x,-0.1%,0%,0%,x,3%,0%,11%,-1
Cn1c(-c2ccc3c(c2)OCO3)cnc1NCc1ccccc1,-2%,-1%,-4%,-0.1%,1%,16%,x,-2%,-19%,17%,-18
CCc1cccc(OC2OC(CO)C(O)C(O)C2NC(C)=O)c1 (configuration not stated),-1%,-5%,-2%,-0.1%,3%,9%,0%,-1%,4%,6%,-11

# The list continues:
SMILES,Tb PFK inh,TCR activator,TSG101-PTAP inh,B2AR arrestin,USP2a block,Eya2 phos inh,uPA generation,Mito fusion yeast,BCR signal inh,ELG1 repair inh,TSHR antag
CC(C)n1c(SCC(=O)Nc2ccc(N3CCOCC3)cc2)nnc1-c1ccco1,0%,15%,2%,-0.4%,19%,-13%,5%,10%,2%,u,11
CN1CCN(CC(=O)Nc2cc(N(C)C)nc3ccccc23)CC1,6%,2%,2%,-0.1%,11%,-12%,-2%,8%,u,-6%,7
CC(=O)Nc1ccc(-c2csc(NC(=O)C3CCN(S(=O)(=O)c4cccs4)CC3)n2)cc1,-5%,4%[46.1 µM],-4%,-1.7%,-4%,3%,-8%,27%,u,u,-15
CCc1cccc(CC)c1NC(=O)CSc1nc2ccc(N3C(=O)C4C5C=CC(C5)C4C3=O)cc2s1 (configuration not stated),-1%,-2%,-8%,-0.9%,-13%,16%,-8%,21%,u,u,-10
COc1cccc(C(=O)Nc2ccc(C3CC3(Cl)Cl)cc2)c1 (configuration not stated),-6%,2%,-11%,0.9%,5%,5%,u,14%,u,u,-24
CC1CCc2c(sc3nc(CN4CCOCC4)nc(N4CCc5ccccc5C4)c23)C1 (configuration not stated),2%,0%[46.1 µM],2%,-0.6%,3%,-6%,3%,24%,10%,u,-5
Cc1ccc2c(Cl)cc(Cl)c(OCc3c(C)noc3C)c2n1,5%,-4%,-2%,-0.2%,1%,-21%,3%,-2%,-3%,1%,-5
N#Cc1c(N)nc(Sc2ccc(Cl)cc2)c(C#N)c1-c1ccccc1Cl,-3%,-22%,3%,0.8%,1%,5%,-22%,3%,u,u,-20
COc1ccc(OC)c(NC(=O)CSc2nnc(CNC(=O)COc3ccc(Cl)cc3)o2)c1,-13%,0%,-1%,-1.1%,1%,1%,2%,0%,u,-18%,-17
CCCCNC(=O)N(O)C1N(/N=C/c2cccnc2)C(=S)SC1(C)C (configuration not stated),4%,-6%,-1%,-0.6%,0%,-16%,1%,-1%,u,7%,4
O=c1[nH]n(-c2ccccc2Cl)c(=O)c2ccccc12,-7%,0%,-6%,-0.3%,0%,16%,0%,7%,u,-1%,-6
